Source: PubChem (several laboratories)
TRPC6 inhibitor – inhibitors of mouse TRPC6 channel. HEK293-TRPC6, membrane potential dye, ACh-evoked depolarization; hits give low values. 310,000 tested, 1.1% active. B-score at 10 µM. AID 2553;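 active = B-score under library mean minus 3 SD, initial fluorescence not abnormally high, positive integrated signal ratio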;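 also: B-score derived from integrated fluorescence ratio over the kinetic read; more negative B-score means stronger inhibition of depolarization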
HIF activator – HIF pathway transcriptional activation; U2OS HRE-luciferase reporter, luminescence; normalized: DMSO 0%, desferrioxamine 100%; activation, % at 7.5 µM (by protocol); 300,000 tested, 0.32% active; AID 1910;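 active = mean activation of at least 10% of the iron chelator positive control signal, with at least half of replicates also reaching 10%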
TRPC4 agonist – TRPC4 (mouse) channel activation. 310,000 tested, 0.49% active. HEK293 TRPC4beta/mu-opioid, Fluo4 calcium fluorescence; hits give high values. Q9QUQ5. AID 2237. B-score at 10 µM;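 active = B-score above 5 SD of library B-scores, and initial fluorescence ratio not above library mean plus 5 SD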;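 also: positive B-score marks a calcium rise read as TRPC4 activation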
Target sequence (Q9QUQ5 whole entry, looked up): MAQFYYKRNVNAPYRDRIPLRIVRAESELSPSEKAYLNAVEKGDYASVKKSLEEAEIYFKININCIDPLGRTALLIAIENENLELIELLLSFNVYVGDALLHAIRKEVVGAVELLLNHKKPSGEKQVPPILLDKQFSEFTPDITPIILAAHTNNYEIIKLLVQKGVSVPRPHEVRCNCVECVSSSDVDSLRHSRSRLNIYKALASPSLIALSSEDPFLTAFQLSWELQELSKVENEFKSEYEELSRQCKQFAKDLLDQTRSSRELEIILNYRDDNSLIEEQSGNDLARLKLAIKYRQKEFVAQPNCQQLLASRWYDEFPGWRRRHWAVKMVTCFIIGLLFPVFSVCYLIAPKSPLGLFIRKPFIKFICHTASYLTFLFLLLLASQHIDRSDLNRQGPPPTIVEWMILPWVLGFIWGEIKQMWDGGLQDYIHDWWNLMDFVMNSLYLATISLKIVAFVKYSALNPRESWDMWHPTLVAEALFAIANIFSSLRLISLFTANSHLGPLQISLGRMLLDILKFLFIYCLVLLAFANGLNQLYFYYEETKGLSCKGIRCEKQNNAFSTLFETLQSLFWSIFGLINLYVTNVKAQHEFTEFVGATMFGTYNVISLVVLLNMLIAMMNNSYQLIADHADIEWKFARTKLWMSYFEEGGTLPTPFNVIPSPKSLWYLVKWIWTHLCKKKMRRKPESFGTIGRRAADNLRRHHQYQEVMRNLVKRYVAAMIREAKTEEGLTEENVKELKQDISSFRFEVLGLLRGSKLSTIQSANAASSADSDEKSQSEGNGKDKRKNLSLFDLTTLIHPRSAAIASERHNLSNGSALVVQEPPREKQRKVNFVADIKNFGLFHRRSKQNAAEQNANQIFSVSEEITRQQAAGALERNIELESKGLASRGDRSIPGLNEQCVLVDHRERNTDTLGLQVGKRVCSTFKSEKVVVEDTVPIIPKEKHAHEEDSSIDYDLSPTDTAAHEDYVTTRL
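system = HEK293 cells stably co-expressing mouse TRPC4beta and mu-opioid receptor | schedule = Fluo4 dye loading 45 min at room temperature, 110 s recording | measure = B-scored integrated calcium fluorescence ratio | signal = Fluo4 calcium-sensitive dye fluorescence, kinetic, 1 Hz baseline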
TRPC4 inh – blocks the mouse TRPC4 cation channel | B-score at 10 µM | Q9QUQ5 | 300,000 tested, 0.39% active | HEK293 TRPC4beta/mu-opioid, DAMGO-evoked Fluo4 calcium flux; hits give low values;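 active = B-score over 3 SD under the library average, no early fluorescence shift, positive overall ratio signal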
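Test system – stable TRPC4beta/mu-opioid receptor HEK293 cells · Probe or stimulus – DAMGO, a submaximal dose followed by a maximal one · Dosing – one concentration per compound · Signal – Fluo4 calcium fluorescence by kinetic imaging, 5 s 1 Hz baseline · Evaluation – per-well B score of integrated baseline-normalized Fluo4 ratio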
MrgX1 ag – activates human MrgX1 receptor signaling; MrgX1-HEK293 cells, Fluo-4 calcium fluorescence, agonist mode; hits give high values; B-score at 10 µM; AID 588627; 310,000 tested, 0.44% active;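 active = calcium response B-score plate-corrected fluorescence ratio at least 3 library SD, with starting fluorescence B-score inside 5 SD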
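Test system: Stable human MrgX1 HEK293 cell line | Schedule: Overnight plating before 1 h dye loading | Read-out basis: Baseline-normalised fluorescence change ratio, B-scored | Detection: Kinetic calcium dye fluorescence, Fluo-4 NW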
MrgX1 allo act – allosterically activates human MrgX1 receptor signaling. Q96LB2. MrgX1-HEK293, Fluo-4 calcium flux, FDSS; hits give high values. B-score at 10 µM. 310,000 tested, 0.63% active;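 active = plate-corrected calcium response at least 3 library SD above typical, normal starting fluorescence, not activating the receptor alone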;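 also: compound read alongside a low EC10 to EC30 dose of BAM8-22 agonist; peak minus trough fluorescence over baseline measured at the second addition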
TRPC4 potent – allosteric potentiators of mouse TRPC4 channel; HEK293 TRPC4beta/mu-opioid, DAMGO EC20, Fluo-4 Ca2+ flux; hits give high values; B-score at 10 µM; 310,000 tested, 0.42% active; AID 2227;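 active = B-score of calcium response area above 5 SD of library B-scores, with initial fluorescence ratio within 5 SD of library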;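 also: B-score of integrated fluorescence ratio over time as area under calcium response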
MrgX1 antagonist – blocks BAM8-22 activation of human MrgX1 receptor; MRGX1-HEK293 calcium flux, Fluo-4, BAM8-22 antagonism; hits give low values; 310,000 tested, 1.3% active; B-score at 10 µM; Q96LB2;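 active = calcium-response B-score plate-corrected more than 3 library SD below zero, starting fluorescence within 5 deviations, no agonist response on first addition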;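 also: peak minus trough fluorescence over baseline after final BAM8-22 challenge near maximal dose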
AI-2 QS modul – modulates the Vibrio harveyi AI-2 quorum sensing system; Vibrio harveyi JMH597 AI-2 luminescence/OD600 ratio, 9 h; hits give low values; strain lacks LuxN and CqsS sensors; 0 = neutral-control median; activity change, % at 7.5 µM; 300,000 tested, 0.4% active; AID 2094; in the data active = activity change below about -75%, passing the limit was not always enough;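 also: luminescence divided by OD600 gain over 9 h not by final OD600 alone; inactives centre near 13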
TRPC6 activator – activators of mouse TRPC6 channel; Q61143; HEK293-TRPC6 membrane potential dye fluorescence; hits give high values; B-score at 10 µM; 310,000 tested, 0.13% active;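 active = B-score of the integrated fluorescence ratio above library mean plus 3 SD, and starting fluorescence ratio within library mean plus 5 SD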;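 also: higher score means more depolarization so channel activation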
PolyA inh – blocks polyadenylation in yeast reporter cells; S. cerevisiae SKY197-pL101 polyadenylation reporter, beta-gal luminescence; efflux-impaired pdr1/pdr3 knockout yeast; score 100 = 6 SD above DMSO; calls only at 12 µM; 300,000 tested, 0.02% active;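 active = lowest replicate activity score at least 50, where 100 means six control SD above control mean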;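 also: yeast exposed to compound for 9 h at 30 °C; higher score means more reporter readthrough which indicates perturbed polyadenylation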
* = called active by the depositor. A portion of the library; count on the stated rates, not on these rows.

CCC(=O)Oc1ccc(C(=O)Nc2ccc([N+](=O)[O-])cc2)cc1 was read as TRPC6 inhibitor inactive, HIF activator 3.6, TRPC4 agonist inactive, TRPC4 inh inactive, MrgX1 ag inactive, MrgX1 allo act inactive, TRPC4 potent inactive, MrgX1 antagonist inactive, AI-2 QS modul 12.4, TRPC6 activator inactive and PolyA inh inactive.
`O=C1C(Cl)=C(Nc2ccc3cn[nH]c3c2)C(=O)c2ccccc21` gave TRPC6 inhibitor inactive, HIF activator -19.5, TRPC4 agonist inactive, TRPC4 inh inactive, MrgX1 ag inactive, MrgX1 allo act inactive, TRPC4 potent inactive, MrgX1 antagonist -9.63*, AI-2 QS modul 9.4, TRPC6 activator inactive and PolyA inh inactive.
For O=C1N[C@@H](Cc2ccccc2)C(=O)N2[C@H]1C[C@]1([C@]34C[C@H]5C(=O)N[C@@H](Cc6ccccc6)C(=O)N5[C@H]3N(S(=O)(=O)c3ccccc3)c3ccccc34)c3ccccc3N(S(=O)(=O)c3ccccc3)[C@H]21 the results were TRPC6 inhibitor inactive, HIF activator 0.4, TRPC4 agonist inactive, TRPC4 inh inactive, MrgX1 ag inactive, MrgX1 allo act inactive, TRPC4 potent inactive, MrgX1 antagonist inactive, AI-2 QS modul 14.7, TRPC6 activator inactive and PolyA inh inactive.
For CC(=O)Nc1cccc(C(=O)Nc2ccccc2N2CCOCC2)c1 the results were TRPC6 inhibitor inactive, HIF activator 1.3, TRPC4 agonist inactive, TRPC4 inh inactive, MrgX1 ag inactive, MrgX1 allo act inactive, TRPC4 potent inactive, MrgX1 antagonist inactive, AI-2 QS modul 1.8, TRPC6 activator inactive and PolyA inh inactive.
For O=C(Nc1ccc2c(c1)OCO2)c1cc2nc(C3CC3)cc(C(F)(F)F)n2n1 the results were TRPC6 inhibitor inactive, HIF activator 1.0, TRPC4 agonist inactive, TRPC4 inh inactive, TRPC4 potent inactive, AI-2 QS modul 21.3, TRPC6 activator inactive and PolyA inh inactive.
Screening Cc1noc(C)c1COc1ccccc1C(=O)Nc1cccc(S(=O)(=O)N(C)C)c1 returned TRPC6 inhibitor inactive, HIF activator -0.2, TRPC4 agonist inactive, TRPC4 inh inactive, MrgX1 ag inactive, MrgX1 allo act inactive, TRPC4 potent inactive, MrgX1 antagonist inactive, AI-2 QS modul -8.0, TRPC6 activator inactive and PolyA inh inactive.
For CCC(C)n1c(=O)c(C(=O)Nc2ccccc2S(N)(=O)=O)c(O)c2ccccc21 (stereo not given) the results were TRPC6 inhibitor inactive, HIF activator -0.1, TRPC4 agonist inactive, TRPC4 inh inactive, MrgX1 ag inactive, MrgX1 allo act inactive, TRPC4 potent inactive, MrgX1 antagonist inactive, AI-2 QS modul 9.9, TRPC6 activator inactive and PolyA inh inactive.
For CCCCNC(=S)N(C)/N=C/c1ccccc1F the results were TRPC6 inhibitor inactive, HIF activator 0.1, TRPC4 agonist inactive, TRPC4 inh inactive, MrgX1 ag inactive, MrgX1 allo act inactive, TRPC4 potent inactive, MrgX1 antagonist inactive, AI-2 QS modul -11.2, TRPC6 activator inactive and PolyA inh inactive.
For CSc1ccc(CN(C)C(=O)c2cc(S(=O)(=O)NCc3ccccc3)ccc2C)cc1 the results were TRPC6 inhibitor inactive, HIF activator -0.3, TRPC4 agonist inactive, TRPC4 inh inactive, MrgX1 ag inactive, MrgX1 allo act inactive, TRPC4 potent inactive, MrgX1 antagonist inactive, AI-2 QS modul 18.5, TRPC6 activator inactive and PolyA inh inactive.
Screening Nc1ccccc1-c1nnc(SCc2ccccc2F)[nH]c1=O returned TRPC6 inhibitor inactive, HIF activator 0.7, TRPC4 agonist inactive, TRPC4 inh inactive, MrgX1 ag inactive, MrgX1 allo act inactive, TRPC4 potent inactive, MrgX1 antagonist inactive, AI-2 QS modul -6.8, TRPC6 activator inactive and PolyA inh inactive.
Screening O=C(Nc1ccccc1C(=O)Nc1nncs1)c1ccccc1 returned TRPC6 inhibitor inactive, HIF activator -0.6, TRPC4 agonist inactive, TRPC4 inh inactive, MrgX1 ag inactive, MrgX1 allo act inactive, TRPC4 potent inactive, MrgX1 antagonist inactive, AI-2 QS modul 34.1, TRPC6 activator inactive and PolyA inh inactive.
Screening CC(=O)Nc1ccc(S(=O)(=O)N2CCC3(CC2)OCCO3)cc1 returned TRPC6 inhibitor inactive, HIF activator 0.2, TRPC4 agonist inactive, TRPC4 inh inactive, MrgX1 ag inactive, MrgX1 allo act inactive, TRPC4 potent inactive, MrgX1 antagonist inactive, AI-2 QS modul 9.1, TRPC6 activator inactive and PolyA inh inactive.
Screening COc1ccc(OC)c(N(/C(N)=N/c2nc(C)cc(C)n2)S(=O)(=O)c2ccc(NC(C)=O)cc2)c1 returned TRPC6 inhibitor inactive, HIF activator -0.5, TRPC4 agonist inactive, TRPC4 inh inactive, MrgX1 ag inactive, MrgX1 allo act inactive, TRPC4 potent inactive, MrgX1 antagonist inactive, AI-2 QS modul 25.3, TRPC6 activator inactive and PolyA inh inactive.
COc1ccc(CN(C(=O)c2snc(C(N)=O)c2N)C(CC(C)C)C(=O)NC2CCCCC2)cc1 (stereo not given) was read as TRPC6 inhibitor inactive, HIF activator 0.0, TRPC4 agonist inactive, TRPC4 inh -7*, MrgX1 ag inactive, MrgX1 allo act inactive, TRPC4 potent inactive, MrgX1 antagonist inactive, AI-2 QS modul 22.9, TRPC6 activator inactive and PolyA inh inactive.
Cc1occc(=O)c1OCc1ccc(F)cc1 was read as TRPC6 inhibitor inactive, HIF activator -0.5, TRPC4 agonist inactive, TRPC4 inh inactive, MrgX1 ag inactive, MrgX1 allo act inactive, TRPC4 potent inactive, MrgX1 antagonist inactive, AI-2 QS modul 16.2, TRPC6 activator inactive and PolyA inh inactive.
COc1cccc(/C=C2\C=C(c3ccc(C)cc3)OC2=O)c1OC(C)=O was read as TRPC6 inhibitor inactive, HIF activator 1.9, TRPC4 agonist inactive, TRPC4 inh inactive, MrgX1 ag inactive, MrgX1 allo act inactive, TRPC4 potent inactive, MrgX1 antagonist inactive, AI-2 QS modul 21.6 and TRPC6 activator inactive.
`O=C(Nc1ccccc1)c1ccc2c(c1)OCO2` gave TRPC6 inhibitor inactive, HIF activator 2.7, TRPC4 agonist inactive, TRPC4 inh inactive, MrgX1 ag inactive, MrgX1 allo act inactive, TRPC4 potent inactive, MrgX1 antagonist inactive, AI-2 QS modul 10.8, TRPC6 activator inactive and PolyA inh inactive.
For CCOc1ccc(S(=O)(=O)NCc2cccnc2)c2ccccc12 the results were TRPC6 inhibitor inactive, HIF activator -0.5, TRPC4 agonist inactive, TRPC4 inh inactive, MrgX1 ag inactive, MrgX1 allo act inactive, TRPC4 potent inactive, MrgX1 antagonist inactive, AI-2 QS modul 229.9, TRPC6 activator inactive and PolyA inh inactive.
COCCCn1c(=NC(C)=O)c(C#N)cc2c(=O)n3cccc(C)c3nc21 was read as TRPC6 inhibitor -5.97*, HIF activator 0.2, TRPC4 agonist inactive, TRPC4 inh inactive, MrgX1 ag inactive, MrgX1 allo act inactive, TRPC4 potent inactive, MrgX1 antagonist inactive, AI-2 QS modul 18.2, TRPC6 activator inactive and PolyA inh inactive.
`CCN(CC(=O)Nc1cc(Cl)ccc1C)C(=O)CN1C(=O)NC2(CCCC2)C1=O` gave TRPC6 inhibitor inactive, HIF activator -1.0, TRPC4 agonist inactive, TRPC4 inh inactive, MrgX1 ag inactive, MrgX1 allo act inactive, TRPC4 potent inactive, MrgX1 antagonist inactive, AI-2 QS modul 7.6, TRPC6 activator inactive and PolyA inh inactive.
`CCOc1ccc(NC(=O)CSC2=NCCN2)cc1` gave TRPC6 inhibitor inactive, HIF activator -1.1, TRPC4 agonist inactive, TRPC4 inh inactive, MrgX1 ag inactive, MrgX1 allo act inactive, TRPC4 potent inactive, MrgX1 antagonist inactive, AI-2 QS modul -9.2, TRPC6 activator inactive and PolyA inh inactive.
`COc1ccc(CC(=O)N2N=C(C)CC2(O)c2cccnc2)cc1OC` (stereo not given) gave TRPC6 inhibitor inactive, HIF activator 0.0, TRPC4 agonist inactive, TRPC4 inh inactive, MrgX1 ag inactive, MrgX1 allo act inactive, TRPC4 potent inactive, MrgX1 antagonist inactive, AI-2 QS modul 8.8, TRPC6 activator inactive and PolyA inh inactive.
O=C(c1ccc2c(c1)OCO2)N(c1ccc(F)cc1)C1C=CS(=O)(=O)C1 (stereo not given) was read as TRPC6 inhibitor inactive, HIF activator -0.3, TRPC4 agonist inactive, TRPC4 inh inactive, MrgX1 ag inactive, MrgX1 allo act inactive, TRPC4 potent inactive, MrgX1 antagonist inactive, AI-2 QS modul 26.3, TRPC6 activator inactive and PolyA inh inactive.
Screening O=S(=O)(c1ccccc1)c1nc(-c2cccs2)oc1NCC1CCCO1 (stereo not given) returned TRPC6 inhibitor inactive, HIF activator -0.3, TRPC4 agonist inactive, TRPC4 inh inactive, MrgX1 ag inactive, MrgX1 allo act inactive, TRPC4 potent inactive, MrgX1 antagonist inactive, AI-2 QS modul 15.5, TRPC6 activator inactive and PolyA inh inactive.
For O=C(NCC1CCCO1)c1ccc(NS(=O)(=O)c2cccc([N+](=O)[O-])c2)cc1 (stereo not given) the results were TRPC6 inhibitor inactive, HIF activator -0.9, TRPC4 agonist inactive, TRPC4 inh inactive, MrgX1 ag inactive, MrgX1 allo act inactive, TRPC4 potent inactive, MrgX1 antagonist inactive, AI-2 QS modul 17.7, TRPC6 activator inactive and PolyA inh inactive.
For CCOC(=O)/C(=C\c1ccc(OC)c(OC)c1)C(=O)c1cccnc1 the results were TRPC6 inhibitor inactive, HIF activator 0.2, TRPC4 agonist inactive, TRPC4 inh inactive, MrgX1 ag inactive, MrgX1 allo act inactive, TRPC4 potent inactive, MrgX1 antagonist inactive, AI-2 QS modul 13.6, TRPC6 activator inactive and PolyA inh inactive.
For CC(=O)c1cccc(NC(=O)c2cccc3ccccc23)c1 the results were TRPC6 inhibitor inactive, HIF activator 0.0, TRPC4 agonist inactive, TRPC4 inh inactive, MrgX1 ag inactive, MrgX1 allo act inactive, TRPC4 potent inactive, MrgX1 antagonist inactive, AI-2 QS modul 4.2, TRPC6 activator inactive and PolyA inh inactive.
For Cc1cccc(-n2c(Cc3ccccc3)nnc2SCC(=O)N2CCOCC2)c1 the results were TRPC6 inhibitor inactive, HIF activator 0.1, TRPC4 agonist inactive, TRPC4 inh inactive, MrgX1 ag inactive, MrgX1 allo act inactive, TRPC4 potent inactive, MrgX1 antagonist inactive, AI-2 QS modul 4.9, TRPC6 activator inactive and PolyA inh inactive.
